Compound activity: PubChem, National Center for Advancing Translational Sciences (NCATS)
p53null 32C kill: p53 null cell cytotoxicity, permissive temperature. 55,000 tested, 0.62% active. H1299-neo p53 null cells, ATP luminescence, 24 h, 32C. Potency, µM (titrated, usually from 46.1 µM), without a hit: at the highest dose activity change, negative = cytotoxicity, hits mostly cytotoxic;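 also: potency is read from the fitted curve at half-maximal effect; 0% = DMSO only and -100% = full killing by 100 µM tamoxifen; nearly all actives have a fitted effect of over 55% in size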
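AC50 values derive from Hill modelling of qHTS concentration-response data (up to 46 uM) in H1299-neo cells. Cells were treated 24 h at 32C following overnight attachment at 37C; viability was read as cellular ATP.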
B2AR arrestin ag: beta-arrestin recruitment by human beta2-adrenergic receptor ligands | 44,000 tested, under 10 active | HTLA Tango cells, beta-arrestin recruitment, luciferase luminescence, 18 h | AID 1347077 | Potency, µM (series often up to 46.1 µM), inactives show at the highest dose activation, actives largely listed as activators | P07550;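 also: potency is read from the fitted curve at half-maximal effect; 0% = DMSO and full agonism = EC100 isoproterenol or metaproterenol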
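Tango cells expressing recombinant beta2-AR and beta-arrestin were treated with compounds (up to 46 microM titration) in DMEM with 1% FBS for 18 hr at 37 degrees C. Beta-arrestin recruitment drove tTA-dependent luciferase, read by luminescence; curves were fitted and classed.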
NTMT1 inh: inhibitors of human N-terminal methyltransferase NTMT1 | Q9BV86 | NTMT1 MTase-Glo SAH luminescence, purified enzyme | Potency, µM (top dose mostly 114 µM), without a hit: at the top dose activity change, negative = inhibition, hits mostly inhibitors | 59,000 tested, 2.5% active | AID 1645870;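 also: potency is read from the fitted curve at half-maximal effect; plate controls were DMSO vehicle for no effect and no enzyme for full effect; nearly all actives have a fitted effect of over 65% in size; many of its hits are not listed in these tables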
p53null 39C kill: selectivity test: cytotoxicity in p53 null cells, nonpermissive temperature; H1299 p53-null (neo) cells, 39C, ATPlite viability, 24 h; Potency, µM (titrated, usually from 46.1 µM), without a hit: at the top dose activity, negative = cell killing, hits mostly cytotoxic; 55,000 tested, 0.97% active; AID 904;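 also: potency is read from the fitted curve at half-maximal effect; 0% = DMSO only and -100% = full killing by 100 µM tamoxifen; nearly all actives have a fitted effect of over 50% in size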
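ATP-luminescence viability readout (ATPlite, 20 min RT) after 24 hr compound treatment at 39C of H1299-neo or H1299-p53A138V cells; titration up to 46 uM; normalized to DMSO and 100 uM tamoxifen; Hill-fit AC50.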
FH mod: Identification of activators of human fumarate hydratase by quantitative high-throughput screening | FH coupled MDH/diaphorase resazurin fluorescence, 15 min | Potency, µM (series often up to 79.9 µM), inactives show at the highest dose activity change, negative = inhibition, usual class: inhibitors | 54,000 tested, 0.22% active | AID 1347055, 2019; also: potency is read from the fitted curve at half-maximal effect; % is scaled to controls: 0 for no effect and ±100 for the full control effect; the screen sought activators but most active calls are inhibition curves; nearly all actives have a fitted effect of over 45% in size
Target sequence (P07954 whole entry, looked up): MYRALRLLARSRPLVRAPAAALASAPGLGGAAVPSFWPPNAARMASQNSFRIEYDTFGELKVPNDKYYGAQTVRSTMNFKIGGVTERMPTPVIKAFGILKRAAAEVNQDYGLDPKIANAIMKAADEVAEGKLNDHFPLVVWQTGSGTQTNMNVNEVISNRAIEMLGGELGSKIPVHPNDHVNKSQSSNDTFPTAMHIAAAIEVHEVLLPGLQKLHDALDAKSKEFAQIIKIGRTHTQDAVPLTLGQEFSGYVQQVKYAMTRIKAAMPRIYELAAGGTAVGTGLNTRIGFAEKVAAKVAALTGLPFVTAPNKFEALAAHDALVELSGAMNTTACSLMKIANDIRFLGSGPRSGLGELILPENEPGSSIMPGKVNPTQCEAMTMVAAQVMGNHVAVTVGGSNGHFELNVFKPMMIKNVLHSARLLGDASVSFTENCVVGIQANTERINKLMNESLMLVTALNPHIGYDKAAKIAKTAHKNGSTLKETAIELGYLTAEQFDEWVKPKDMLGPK
GALK inh: GALK (human) enzyme inhibition. AID 1347072. recombinant GALK, Kinase-Glo ATP luminescence, 1 h. 44,000 tested, under 10 active. Potency, µM (doses to about 57.5 µM), for the others: at the highest dose activity, negative = inhibition, most hits filed as inhibitors. P51570;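 also: plate controls were full GALK reaction for no effect and reaction lacking GALK for full effect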
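Human GALK (5 nM) was incubated with 35 uM ATP and 100 uM galactose in 20 mM HEPES pH 8.0 with MgCl2, NaCl, DTT and BSA for 1 h at room temperature. Remaining ATP was measured by Kinase-Glo Plus luminescence.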
PTAP-TSG101 blk: inhibitors of HIV-1 PTAP binding to human TSG101, validation | Fluorescence polarization, FITC-PTAP peptide/Tsg101, 20 min | Potency, µM (series often up to 115 µM), for the others: at the top dose activity change, negative = inhibition, actives largely listed as inhibitors | 44,000 tested, under 10 active | AID 1347069; also: potency is read from the fitted curve at half-maximal effect; 0% is about no effect
Target sequence (Q99816 whole entry, looked up): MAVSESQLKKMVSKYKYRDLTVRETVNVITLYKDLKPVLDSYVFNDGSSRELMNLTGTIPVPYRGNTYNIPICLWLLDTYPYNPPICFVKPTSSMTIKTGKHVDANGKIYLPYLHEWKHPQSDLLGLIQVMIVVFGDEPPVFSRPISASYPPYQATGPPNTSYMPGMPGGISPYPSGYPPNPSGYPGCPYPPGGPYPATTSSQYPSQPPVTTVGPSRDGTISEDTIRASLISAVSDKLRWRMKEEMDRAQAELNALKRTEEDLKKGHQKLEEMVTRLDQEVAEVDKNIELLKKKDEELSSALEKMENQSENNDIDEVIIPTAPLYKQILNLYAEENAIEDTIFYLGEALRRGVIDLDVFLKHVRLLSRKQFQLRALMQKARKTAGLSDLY
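Read-out is FITC fluorescence polarization. Compounds were added to Tsg101 binding domain (10 uM final), then FITC-PTAP peptide (50 nM final), 20 min at r.t. Total S+P intensity flags fluorescent compounds.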
The depositor's hits bear a star; ? = inconclusive; · = not tested or not shown; [ ] = dose if it differs, or a comment. Calls follow the shape of the dose curve; as a rule, active = well fitted curve in the direction sought with a large enough effect; inconclusive = small, poorly fitted or top-dose-only effect, or another doubt; inactive = no such curve, though single readings can be large; an effect the other way counts as inactive or inconclusive. This is a subset; count on the stated rates, not on these rows.

Structure | p53null 39C kill | PTAP-TSG101 blk | GALK inh | B2AR arrestin ag | FH mod | NTMT1 inh | p53null 32C kill
CC(=O)c1ccc(NC(=O)c2ccc(-c3nc(CSc4ccccc4)c(C)o3)cc2)cc1 | 2% | -2% | 0% | -1% | 6% | -3% | -3%
O=C(NCCc1ccccc1)C(=O)NCC(c1cccnc1)N1CCN(c2ccccc2)CC1 (centres undefined) | -5% | -2% | -4% | 0% | -2% | -19% | 3%
CCc1ccccc1NC(=O)N1CCOc2ccccc21 | -3% | -4% | 1% | 0% | -3% | -2% | -1%
CN(C)c1ncc(C(=O)NCc2ccc(Cl)cc2)cn1 | 1% | 0% | -3% | -1% | -2% | ? | 2%
CC(=O)Nc1cc(C(=O)NCc2ccc(C)cc2)ccc1S(=O)(=O)c1ccc(Cl)cc1 | -15% | -10% | 3% | -1% | 4% | 25% | 2%
COc1ccccc1CNC(=O)Cn1c(=O)ccc2cc(S(=O)(=O)N3CCCC3)ccc21 | 0% | 0% | 1% | 0% | -17% | 14% | 0%
Cc1ccc2cccc(NC(=O)c3cccc4c(Cl)cccc34)c2n1 | -1% | -7% | 0% | 1% | 4% | 7% | -3%[9.22 µM]
CCOC(=O)C1=C(C)N=C2SCCC(=O)N2C1c1ccc(OCc2ccccc2)c(OC)c1 (centres undefined) | -13% | 4% | 2% | 0% | ? | -3% | 5%
CCOC(=O)c1cc(-c2ccc(F)cc2)n(CCC(=O)NC2CCC(C)CC2)c1C (centres undefined) | 5% | 1% | 1% | -1% | 1% | 22% | ?
Cc1ccc2nc(CN3CCN(S(=O)(=O)c4ccccc4)CC3)oc2c1 | 6% | -5% | 2% | 1% | -7% | 16% | -5%
Cc1ccc(Nc2c(-c3ccc(N4CCOCC4)cc3)nc3cccc(C)n23)cc1 | 10% | -5% | 8% | 0% | -6% | ? | 8%
O=C(NC1CCCC1)c1c[nH]c2ccc(S(=O)(=O)Nc3cccc(C(F)(F)F)c3)cc2c1=O | 8% | -5% | 0% | 0% | ? | 12% | 15%
COc1ccccc1CCNC(=O)Cn1ccc2cc(S(=O)(=O)N3CCCCC3)ccc21 | 8% | -8% | 0% | 1% | -12% | 16% | 0%
COc1ccc(Cl)cc1-n1nnc(-c2nsc(NC(=O)c3ccccc3Cl)n2)c1C | 33%[activator] | 1% | 6% | 1% | 0% | 10% | 51%[activator]
Cc1ccc2nc(COc3ccccc3NC(=O)c3ccccc3F)cc(=O)n2c1 | -13% | -1% | -1% | 0% | -4% | -6% | -4%
Cc1cccc(OCCSc2nnc(-c3cccs3)o2)c1 | -2% | -3% | -8% | -4% | -39% | 5% | -8%
COc1cc(C(=O)NCC(c2cccnc2)N2CCN(c3ccc(F)cc3)CC2)cc(OC)c1OC (centres undefined) | 16µM* | -2% | 1% | -1% | 2% | -7% | -22%
Cn1c(SCc2ccccc2Cl)nc2c([nH]c3ccccc32)c1=O | 19% | -3% | 3% | 0% | 5% | -21% | 1%
COc1ccc(C)cc1NC(=O)CCNS(=O)(=O)c1cccc2nonc12 | 10% | 1% | 0% | -2% | -4% | -7% | -6%
CCOc1ccc(-c2noc(CSc3nnc(-c4ccccc4)n3-c3ccccc3)n2)cc1 | -12% | 1% | -10% | 0% | 4% | 8% | -4%
COC(=O)c1cc2occc2n1Cc1ccc(F)cc1Cl | -19% | 1% | 5% | 1% | -13% | -4% | 8%
O=C(Nc1ccccc1C(F)(F)F)c1cc2ccccn2n1 | 10µM* | -2% | 2% | 3% | · | · | 7.9µM*
COc1ccccc1CNC(=O)Cc1c(C)c2c(cc(C)c3c(C)coc32)oc1=O | -24% | -2% | -13% | -2% | 0% | 3% | 1%
CC(=O)c1nn(-c2ccc(OC(F)(F)F)cc2)nc1Nc1ccc(C)cc1 | -13% | -2% | -1% | -1% | 1% | 12% | -6%
Cn1ncc2c(N3CCN(c4ccccc4Cl)CC3)ncnc21 | 12% | -1% | 2% | 0% | -1% | -4% | 7%
c1ccc(-c2noc(-c3cccnc3NCc3ccco3)n2)cc1 | -12% | -9% | 3% | 1% | -14% | -9% | -13%
O=C(Nc1cccc2c1CCCC2)N1CCOc2ccc(Cl)cc21 | -7% | -1% | 2% | 0% | -1% | -3% | -5%
CC(=O)N1c2ccccc2C(=O)C1N1CCN(c2ccccc2F)CC1 (centres undefined) | ? | -2% | -1% | 0% | -2% | 4% | -10%
Clc1ccc(N2CCN(Cc3nnc(-c4ccc5c(c4)OCO5)o3)CC2)cc1 | -12% | 1% | 0% | 0% | -3% | 6% | -6%
Cc1ccc(C)c(Cn2c3ccccc3c3cnn(CC(=O)NC4CCCCCC4)c(=O)c32)c1 | -10% | 3% | 4% | -3% | -19% | 0% | -8%
COc1cc(Cl)c(C)cc1NC(=O)c1c(C)oc2nc(C)nc(N3CCCC3)c12 | -3% | 2% | 3% | -1% | -24% | -23% | -2%
O=C(Cn1ccc2cc(S(=O)(=O)N3CCCCC3)ccc21)NCc1cccc(Cl)c1 | 10% | 0% | 0% | -1% | -21% | 0% | 7%
CCOc1ccc(C(=O)c2cn(CC(=O)Nc3ccc(F)c(F)c3)c3cc4c(cc3c2=O)OCCO4)cc1 | 5% | 0% | 7% | 1% | -33% | -13% | 10%
O=C(Nc1ccc2nc(SCc3ccccc3)sc2c1)c1ccccc1F | -16% | 6% | 5% | 0% | -2% | -3% | -6%
CCC1CCCCN1S(=O)(=O)c1ccc(N2CCCCS2(=O)=O)cc1 (centres undefined) | -1% | -3% | 0% | 0% | -1% | 1% | -3%
Cc1ccc(CSC2=Nc3ccccc3C3=NC(CCC(=O)N4CCN(c5ccccc5)CC4)C(=O)N23)cc1 (centres undefined) | -12% | 1% | 4% | 0% | -13% | 20% | -2%
CCOc1ccc(CCNC(=O)CSc2nnnn2-c2ccc(C)cc2C)cc1OCC | 46%[activator] | -1% | -2% | 0% | -22% | 16% | -2%
CCn1cc(C(=O)NCc2ccccc2Cl)c(=O)c2cc(S(=O)(=O)N3CCOCC3)ccc21 | -19% | -9% | -2% | 1% | -8% | -2% | -10%
CCOc1ccc2nc(N3CCN(C(=O)C(C)C)CC3)sc2c1 | -16% | 2% | 2% | -3% | -2% | -9% | -22%
O=C(Cn1cnc2c(oc3ccccc32)c1=O)Nc1ccccc1C(F)(F)F | -9% | -10% | 1% | -1% | -3% | 1% | 4%
COc1cccc(C(=O)Nc2cccc(C(=O)OCc3cc(=O)n4nc(C(C)C)sc4n3)c2)c1 | -8% | -7% | 2% | 0% | -1% | ? | -4%
O=C(NCC(c1cccs1)S(=O)(=O)c1cccs1)c1ccc(C(F)(F)F)cc1 (centres undefined) | 4% | -5% | 2% | -4% | -10% | 7% | -3%
CCOc1ccc(C(=O)Nc2ccc3oc(-c4ccc5ccccc5c4)nc3c2)cc1 | 12% | 2% | 1% | 0% | 10% | 6% | 6%
CCOc1ccc(Nc2c(S(=O)(=O)c3ccccc3)cnc3ccc(F)cc23)cc1 | 86%[activator] | -8% | 1% | 1% | -22% | -25% | 35%[activator]
COc1ccc(-c2cc(C(=O)NCc3ccc(F)cc3)c3c(-c4ccc(F)cc4)[nH]nc3n2)cc1OC | 1% | -2% | 1% | -2% | 15% | 14% | -14%
O=C(COC(=O)c1cc(-c2cccs2)nc2ccccc12)c1ccc(Br)cc1 | ? | -2% | 3% | 0% | -21% | 28% | -9%
Cc1c(NC(=O)Cc2ccc(F)cc2)cccc1-c1nc2cccnc2s1 | ? | -1% | 2% | -2% | 1% | 17% | 7%
CCCCSCCCNC(=O)c1cn(CC)c2ccc(S(=O)(=O)N(C)C3CCCCC3)cc2c1=O | 60%[activator] | 2% | -2% | 0% | ? | 24% | 59%[activator]
O=C(NCCc1ccc(Cl)cc1)c1ccc2c(c1)N(Cc1ccc(Cl)cc1)C(=O)CS2 | 9% | 2% | 6% | 0% | -11% | 8% | 22%
Cc1ccc(NC(=O)Cn2c(=O)n(CCC(=O)NCc3ccccc3Cl)c(=O)c3ccccc32)c(C)c1 | 18% | -8% | 0% | 1% | 4% | -7% | 3%
CC(=O)Nc1cccc(NC(=O)CSc2ccc(-c3sc(-c4ccccc4)nc3C)nn2)c1 | -13% | 0% | 4% | 13% | ? | 0% | 9%
COc1ccccc1N1CCN(CC(O)COc2ccc(Cl)c(C)c2)CC1 (centres undefined) | 2% | -6% | 0% | 1% | -4% | -21% | -5%
Cc1ccc(-n2ncc(C(=O)NCCCN3CCCCC3)c2C2CCN(C(=O)OC(C)(C)C)CC2)c(C)c1 | -18% | -3% | -1% | -1% | -6% | -2% | 2%
COc1cc(CN(C(=O)c2oc3ccccc3c2C)C2CCS(=O)(=O)C2)cc(OC)c1OC (centres undefined) | -5% | -3% | 8% | 1% | 22% | -5% | 7%
Cc1ccccc1-c1nc2c3c(-c4ccccc4)c(-c4ccccc4)oc3ncn2n1 | -6% | 0% | -17% | 0% | 2% | 14% | 2%
CCCN(CCC)C(=O)Cn1c(=O)n(-c2cccc(OC)c2)c(=O)c2c3c(sc21)CCCC3 | -1% | -6% | 5% | -2% | -6% | -2% | 11%
CCOC(=O)c1c(NC(=O)c2noc3c2CC(C(C)(C)C)CC3)sc2c1CCCC2 (centres undefined) | 4% | -3% | 1% | 0% | -5% | -20% | -1%
CCOc1ccccc1NC(=O)Cn1ccn(-c2ccccc2)c(=O)c1=O | -13% | 1% | -16% | 1% | 6% | -18% | 5%
COc1ccc(OCC(=O)N2CCN(C(=O)c3cccc(OC)c3OC)CC2)cc1 | 18% | -4% | 1% | 1% | 2% | 21% | 1%
CC(=O)c1cc2c(cc1N/C(=N/S(=O)(=O)c1ccc(F)cc1)c1ccccc1)OCO2 | 15% | -5% | 2% | -3% | 4% | 19% | -8%

Full records as entered above.
`CCOc1ccc(Nc2c(S(=O)(=O)c3ccccc3)cnc3ccc(F)cc23)cc1` in the list: p53null 39C kill: 86%[activator]; PTAP-TSG101 blk: -8%; GALK inh: 1%; B2AR arrestin ag: 1%; FH mod: -22%; NTMT1 inh: -25%; p53null 32C kill: 35%[activator]
`CC(=O)c1cc2c(cc1N/C(=N/S(=O)(=O)c1ccc(F)cc1)c1ccccc1)OCO2` in the list: p53null 39C kill: 15%; PTAP-TSG101 blk: -5%; GALK inh: 2%; B2AR arrestin ag: -3%; FH mod: 4%; NTMT1 inh: 19%; p53null 32C kill: -8%
